Compound activity as filed in PubChem.
SENP6 inh = inhibitors of human SENP6 protease. Recombinant SENP6 catalytic domain, aminoluciferin luminescence. inhibition, % at 10 µM. hit rate 1.8% among 330,000. AID 2599;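 active means inhibition above about 50% at the single tested dose, limit read from the data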;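 further: plate controls were DMSO wells with enzyme for no effect and DMSO wells lacking enzyme for full effect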
SENP8 block-1 = inhibitors of human SENP8 protease. Q96LD8. recombinant SENP8, Nedd8 substrate fluorescence. AID 602440. inhibition, % at 20 µM. hit rate 0.64% among 360,000; in the data active means inhibition mostly above about 40%, no sharp cut-off; inactive means mostly below about 27%
Target sequence (Q96LD8 whole entry, looked up): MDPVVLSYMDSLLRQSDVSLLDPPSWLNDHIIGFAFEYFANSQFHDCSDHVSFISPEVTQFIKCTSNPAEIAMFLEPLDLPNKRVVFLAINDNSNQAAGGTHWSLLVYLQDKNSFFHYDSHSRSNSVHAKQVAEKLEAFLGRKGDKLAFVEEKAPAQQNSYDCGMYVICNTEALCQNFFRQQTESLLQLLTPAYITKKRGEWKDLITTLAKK
Apaf1 inhib = inhibitors of human Apaf-1 apoptosome; inhibition, % at 20 µM; reconstituted apoptosome caspase-3 activity, DEVD-Rh110 fluorescence; hit rate 0.71% among 330,000; AID 489030; active means inhibition of at least 40% at 20 µM;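 further: plate controls were DMSO wells for no effect and DEVD-CHO caspase inhibitor wells for full effect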
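Medium: Hepes buffer, pH 7.5 / System: biochemical Apaf-1 apoptosome reconstitution / Measured by: Rh110 fluorescence, excitation 480 nm, emission 540 nm / Times: compound with Apaf-1, dATP, procaspase-3 30 min, then 50 min reaction, room temperature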
UBC13 polyUb = human UBC13 polyubiquitination inhibition; P61088; UBC13 polyubiquitin chain formation, TR-FRET; inhibition, % at 20 µM; hit rate 0.47% among 330,000; in the data active means inhibition above about 45%, passing the limit was not always enough
Target sequence (P61088 whole entry, looked up): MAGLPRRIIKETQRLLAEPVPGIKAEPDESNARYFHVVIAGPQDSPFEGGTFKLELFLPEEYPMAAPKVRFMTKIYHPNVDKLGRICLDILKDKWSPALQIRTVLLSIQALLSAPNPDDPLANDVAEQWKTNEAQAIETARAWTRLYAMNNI
APOBEC3G inh = inhibitors of human APOBEC3G DNA deaminase; recombinant A3G, ssDNA deamination FAM/TAMRA fluorescence; hit rate 0.28% among 330,000; Q9HC16; inhibition, % at 20 µM;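 active means inhibition of at least 40% at 20 µM, with no more than 30% in the related APOBEC3A deaminase screen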;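 further: plate controls were DMSO wells with A3G for no effect and wells lacking A3G enzyme for full effect; some compounds called inactive have numbers as strong as hits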
SENP1 inh = blocks the human SENP1 SUMO protease catalytic domain; Q9P0U3; recombinant SENP1 catalytic domain, CyPet-SUMO1-YPet FRET cleavage; inhibition, % at 10 µM; hit rate 0.21% among 360,000; AID 624204;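 active means inhibition at least 30% at 10 µM, raw YFP signal under a set limit, fluorescence ratio 0.5 to 1.5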;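 further: 0% = enzyme with DMSO and 100% = no enzyme wells; some results filed as inactive read as strong as hits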
Target sequence (Q9P0U3 419-644 limits assumed): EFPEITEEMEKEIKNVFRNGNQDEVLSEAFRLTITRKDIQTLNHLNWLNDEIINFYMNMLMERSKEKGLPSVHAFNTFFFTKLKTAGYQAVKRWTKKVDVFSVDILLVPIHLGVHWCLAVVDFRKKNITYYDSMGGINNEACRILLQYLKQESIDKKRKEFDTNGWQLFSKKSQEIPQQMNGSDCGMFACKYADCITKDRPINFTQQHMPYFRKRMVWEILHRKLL
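system = hSENP1 catalytic domain, recombinant | reagent = SFCypet-SUMO1-SFYpet substrate at 25 nM | doses = one dose per compound, 10 µM, 0.5% DMSO | incubation = enzyme reaction for 50 min at room temperature, dark | measured by = FRET, CFP and YFP emission | controls = no-enzyme low, enzyme-DMSO high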
SENP7 inh = blocks the human protease SENP7 | recombinant SENP7, Z-RLRGG-aminoluciferin luminescence, 40 min | hit rate 1.5% among 330,000 | AID 434973 | inhibition, % at 5 µM | Q9BQF6;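 active means inhibition above about 50% at the single test dose, limit read from the data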;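 further: plate controls were DMSO with enzyme for no effect and no enzyme buffer wells for full effect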
Target sequence (Q9BQF6 706-1050 limits assumed): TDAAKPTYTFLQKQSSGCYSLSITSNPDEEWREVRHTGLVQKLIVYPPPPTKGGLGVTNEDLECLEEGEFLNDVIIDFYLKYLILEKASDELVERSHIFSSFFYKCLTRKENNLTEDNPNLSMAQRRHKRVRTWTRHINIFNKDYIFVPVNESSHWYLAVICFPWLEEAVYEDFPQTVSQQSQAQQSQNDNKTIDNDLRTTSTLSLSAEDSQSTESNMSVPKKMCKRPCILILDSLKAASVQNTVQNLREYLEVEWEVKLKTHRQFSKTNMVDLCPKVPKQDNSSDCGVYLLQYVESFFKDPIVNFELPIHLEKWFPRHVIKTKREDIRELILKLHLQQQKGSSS
SENP8 block-2 = inhibitors of human SENP8 protease; hit rate 1.2% among 330,000; purified SENP8, Z-RLRGG-aminoluciferin cleavage, luminescence; AID 2540; inhibition, % at 10 µM; in the data active means inhibition above about 50%
An asterisk follows results filed as active; / = no result given.

Values in the order: SENP1 inh	SENP7 inh	UBC13 polyUb	SENP6 inh	SENP8 block-2	APOBEC3G inh	SENP8 block-1	Apaf1 inhib
- COC(=O)CNC(c1ccccc1)c1cc(C)ccc1NC(=O)CNC(=O)OCc1ccccc1 (stereo unspecified)
→ 0.6	5.2	5.6	5.1	-1.8	-1.6	7.2	29.9
- CC(=O)OCC1=C(C(=O)O)N2C(=O)C(NC(=O)c3ccc(COc4ccc(Cl)cc4)o3)C2SC1 (stereo unspecified)
→ -4.5	-1.3	-5.9	-3.7	-2.1	-12.7	-0.8	3.5
- CC(=O)Nc1ccc(S(=O)(=O)N(C)CC(=O)OCC(=O)N(CC(C)C)C2CCS(=O)(=O)C2)cc1 (stereo unspecified)
→ 0.5	-1.7	-1.0	-9.9	9.7	-1.9	8.6	-3.1
- Cc1cc(C)n2nc(C(=O)OCCOc3ccc(Br)cc3)nc2n1
→ -0.3	6.3	-0.2	-12.6	-2.0	-0.1	7.1	8.5
- COc1ccc2nc(NC(=O)CSc3nnc(C)n3N)sc2c1
→ 1.7	42.9	13.6	2.6	21.5	-6.3	31.8	-19.4
- CC(C)(C)C(=O)Nc1cc(NC(=O)C(C)(C)C)cc(C(=O)Nc2c[nH]c(=O)[nH]c2=O)c1
→ 0.6	5.5	-4.9	-8.5	7.5	-7.7	28.2	-17.6
- CCOC(=O)c1cccc(NC(=O)/C=C/c2cccc([N+](=O)[O-])c2)c1
→ 3.2	3.0	4.1	8.4	-6.6	-1.1	24.4	-10.4
- N#CC1=C(N)OC2=C(CC/C2=C\c2ccccc2)C1c1ccccc1 (stereo unspecified)
→ -22.5	14.4	-22.4	-5.3	-3.6	-9.3	-273.4	14.1
- c1cc(-c2cn(C[C@H]3CC[C@@H]([C@@H]4CC[C@H](Cn5cc(-c6ccsc6)nn5)O4)O3)nn2)cs1
→ -3.0	3.0	-0.2	-1.3	2.3	-8.9	6.4	0.8
- CCc1ccc(S(=O)(=O)c2nnn3c2nc(NCCNC(C)=O)c2ccccc23)cc1
→ 0.7	-7.8	9.7	-3.6	0.2	-3.4	-397.5	6.9
- CC(=O)Oc1cc(C)cc2oc(=O)cc(-c3ccccc3)c12
→ -2.2	-3.2	-4.7	1.3	11.9	-2.7	1.5	5.2
- O=C(Nc1ccnn1C1CCN(Cc2cccc(OCCO)c2)CC1)C1CC1
→ -0.8	-10.7	-5.0	-9.1	-12.5	-7.7	4.1	-6.7
- CCOc1ccc(NC(=O)CC2C(=O)N(c3ccc(OC)cc3)C(=O)N2Cc2ccc(OC)cc2)cc1 (stereo unspecified)
→ 0.5	-2.8	14.3	-12.5	-7.4	5.3	7.1	12.1
- Cc1ccc(C(C)C)c(OCC(=O)NNC(=O)C2CSC3(C)CCC(=O)N23)c1 (stereo unspecified)
→ 0.9	1.0	4.1	-3.4	5.3	-5.7	6.9	-0.3
- COc1ccc(CCN(C)C(=O)c2ccc(COc3ccccc3)o2)cc1OC
→ -0.6	-7.2	46.0*	3.1	-11.0	-4.5	9.2	66.3*
- CC1(C)CC(=O)C(C=Nc2ccccc2Sc2ccccc2)=C(O)C1
→ 2.5	6.9	6.8	-7.2	1.3	-6.0	-157.1	14.4
- CC(C)(C)NS(=O)(=O)c1ccc(CCC(=O)N2CCCC2)cc1
→ 2.9	4.0	5.6	19.4	1.5	-6.7	11.0	-1.8
- COc1ccc2c(c1OC)C(=O)N(C(C)C(=O)O)C2=O (stereo unspecified)
→ -4.3	3.3	-0.2	5.9	0.7	-4.9	-39.6	-3.1
- CCN(CC)C(=O)[C@H]1CC(CC(=O)NCC23CC4CC(CC(C4)C2)C3)C(=O)N2CCc3c([nH]c4ccc(OC)cc34)[C@]12C (stereo partly specified)
→ 0.9	5.7	/	/	/	3.2	-5.9	32.6
- C(=N\N1CCOCC1)/c1cccs1
→ 3.8	2.1	-13.7	-12.0	-9.3	2.4	8.6	-6.5
- COCCNC(=S)NC(=O)CC12CC3CC(CC(C3)C1)C2
→ -0.3	6.1	2.4	3.9	-0.5	-6.4	8.4	8.5
- CCC(C)NCC(=O)Nc1ccc([N+](=O)[O-])cc1C(=O)Nc1ccccc1F (stereo unspecified)
→ -7.7	3.6	8.5	5.7	3.7	-3.9	21.3	-19.8
- CN=c1sc(C(=O)Nc2ccccc2)c(C)n1C
→ 0.8	8.5	-0.1	0.4	-2.4	14.3	-6.3	0.5
- COc1ccc(NC(=O)CC2(CC(=O)O)CCCC2)cc1
→ 0.8	5.2	0.7	-3.5	-3.6	-7.3	29.9	-0.3
- Cc1ccc(S(=O)(=O)N2CCCCC2C(=O)O)cc1 (stereo unspecified)
→ 0.3	1.1	-1.3	1.9	-0.1	-6.9	4.7	1.6
- Nc1nnc(SCc2ccc(F)cc2)s1
→ 1.1	-4.5	1.2	-9.1	-6.7	-5.4	7.6	-15.3
- C=C1CCC[C@]2(C)C[C@H]3OC(=O)C(CN4CCOCC4)[C@H]3C[C@@H]12 (stereo partly specified)
→ -1.4	12.9	2.9	-18.9	6.4	-0.8	9.9	6.0
- CCc1c(C)c2nncn2[nH]c1=O
→ -1.6	-0.4	7.8	-11.7	-0.8	1.0	14.6	3.7
- CCCCOc1cccc(C(=O)N(Cc2ccccc2)C2CCS(=O)(=O)C2)c1 (stereo unspecified)
→ 1.3	-1.2	1.7	-14.6	3.5	8.2	13.2	16.9
- COc1cccc(Nc2nc(-c3cccs3)nc3ccccc23)c1
→ -0.9	7.6	21.3	-6.9	5.4	-10.2	-322.8	-4.3
- COc1ccc(-c2cccc([C@H]3[C@@H]4C=CC[C@@H](C)[C@@H]4C(=O)N3Cc3ccccc3)c2)cc1
→ 1.6	2.6	/	/	/	-1.8	6.2	20.4
- Cc1cc(NC(=O)CSc2ccc3nnc(-c4cccc(F)c4)n3n2)no1
→ -0.2	-12.2	5.7	-59.1	-2.3	-11.1	-94.4	-4.7
- C/C(=N\O)C1(C)N(O)C(C)(C)C(c2ccc(F)cc2)=[N+]1[O-] (stereo unspecified)
→ 1.4	3.4	-2.8	-10.6	0.8	-5.4	24.4	-3.9
- Clc1ccccc1COc1ccccc1-c1nnco1
→ 1.2	-0.6	-7.8	-16.5	-4.2	-6.4	22.4	19.2
- Nc1nonc1-n1nnc(C(=O)N/N=C/c2ccc3c(c2)OCO3)c1-c1ccccc1
→ 0.2	1.0	6.3	-7.6	4.1	-4.9	-246.5	7.3
- ClCC1CSC(=NC23CC4CC(CC(C4)C2)C3)O1 (stereo unspecified)
→ -1.1	-3.3	-2.1	-17.0	-2.1	-6.1	4.5	4.1
- O=C(CCCC(=O)Nc1ccccc1Br)N/N=C/c1c(F)cccc1Cl
→ 0.1	4.9	18.0	-0.4	9.0	-0.6	16.7	3.4
- Cc1cc(C)cc(N(CCC#N)C(=O)CSc2nc3ccccc3c(=O)[nH]2)c1
→ 1.3	11.1	0.8	-1.5	2.6	0.0	3.0	7.1
- COc1ccccc1-c1nn(-c2ccccc2)cc1C(=O)N1CCc2ccccc2C1
→ -0.8	-6.0	-5.5	-12.0	-10.7	3.0	-4.2	24.8
- COc1ccc(CSc2nnc(C)s2)cc1F
→ 1.7	2.4	5.7	-0.5	-3.5	-2.1	13.9	2.2

Given bar-delimited: 3 of the compounds above.
SMILES | SENP1 inh | SENP7 inh | UBC13 polyUb | SENP6 inh | SENP8 block-2 | APOBEC3G inh | SENP8 block-1 | Apaf1 inhib
COCCNC(=S)NC(=O)CC12CC3CC(CC(C3)C1)C2 | -0.3 | 6.1 | 2.4 | 3.9 | -0.5 | -6.4 | 8.4 | 8.5
CCC(C)NCC(=O)Nc1ccc([N+](=O)[O-])cc1C(=O)Nc1ccccc1F (stereo unspecified) | -7.7 | 3.6 | 8.5 | 5.7 | 3.7 | -3.9 | 21.3 | -19.8
CN=c1sc(C(=O)Nc2ccccc2)c(C)n1C | 0.8 | 8.5 | -0.1 | 0.4 | -2.4 | 14.3 | -6.3 | 0.5

Next records:
Values in the order: SENP1 inh	SENP7 inh	UBC13 polyUb	SENP6 inh	SENP8 block-2	APOBEC3G inh	SENP8 block-1	Apaf1 inhib
- COc1nccnc1NS(=O)(=O)c1ccc(NCc2cc(Br)ccc2O)cc1
→ -1.1	2.4	1.2	4.5	-0.5	-8.5	2.5	6.2
- COc1ccc(NS(=O)(=O)c2cc(C(=O)O)ccc2C)cc1
→ 1.2	34.3	-10.8	-25.3	-12.0	-0.2	-0.4	-3.0
- O=C(CN1C(=O)COc2ccc(S(=O)(=O)N3CCCC3)cc21)NCc1ccccn1
→ 1.0	4.9	5.3	-8.9	9.4	-5.9	5.5	-6.1
- COC(=O)c1cc(Br)c(=O)n(CCc2ccc(F)cc2)c1
→ 1.5	-3.9	16.7	9.2	-1.3	-9.9	15.4	-9.5
- COc1cc(O)c(C(CC(=O)N2CCCCC2)c2cc(OC)c(OC)c(OC)c2)c(OC)c1 (stereo unspecified)
→ -0.8	2.9	5.6	-14.7	-1.1	-5.3	2.1	0.0
- COc1ccc(CNC(=O)CN(c2ccc(OC)cc2)S(=O)(=O)c2c(C)[nH]c(=O)[nH]c2=O)cc1
→ -0.5	-3.1	-1.8	20.4	-3.8	-0.7	-1.8	-0.4
- COC(=O)[C@]1(C)N[C@H](CN(C)C(=O)c2ccc(C(C)(C)C)cc2)[C@@H]2C(=O)N(C)C(=O)[C@@H]21
→ -2.2	2.5	-0.3	9.9	-0.8	-8.1	9.4	-18.4
- N/C(=N\OC(=O)COc1ccc(Cl)cc1)c1cccnc1
→ 3.2	9.4	-4.0	-2.4	-9.0	-0.8	12.4	-21.7
- COc1ccc2c(c1)c1nc3n(c(=O)c1n2CC(=O)Nc1ccccc1)CCCS3
→ 0.8	13.7	6.8	4.3	-7.5	-1.4	-433.5	-8.7
- O=C(c1ccc(C#CC2(O)CCCCC2)cc1)N1CCOCC1
→ 3.2	-2.9	6.0	4.3	3.3	-9.6	6.1	-11.3
- Cc1cccc2cc(C#N)c(SCC(=O)Nc3ccccc3N3CCOCC3)nc12
→ -8.7	-8.2	-6.8	-17.8	-4.2	-19.6	-11.7	29.7
- N#CCCn1cc(/C=N/NC(=O)c2ccncc2)c(-c2ccc(F)cc2)n1
→ 2.8	0.8	-4.4	-2.3	3.6	-5.6	10.3	-3.3
- CCOC(=O)Cn1c(=O)c2c(nc3n2CCCN3CCc2ccccc2)n(C)c1=O
→ 0.6	4.1	5.4	18.5	-1.4	-9.7	6.6	0.6
- CCOC(=O)C1CCN(C(=O)c2ccc3c(c2)S(=O)(=O)c2ccccc2C3=O)CC1
→ 1.2	10.5	-2.2	6.3	8.3	-5.3	8.7	6.7
- Cn1c(N)c(C(=O)COC(=O)c2cc(-c3ccco3)nc3ccccc23)c(=O)n(Cc2ccccc2)c1=O
→ /	6.2	-34.6	-7.5	0.5	15.1	/	30.2
- CCCCn1c(CN2CCN(c3cccc(Cl)c3)CC2)nc2c1c(=O)[nH]c(=O)n2C
→ 0.9	3.9	2.5	-21.8	-0.8	1.1	2.8	-1.2
- Cc1cc(C(=O)CN2C(=O)C(=O)N(C)C2=O)c(C)n1-c1cccc(S(=O)(=O)N2CCOCC2)c1
→ 0.4	7.2	-1.9	-11.7	0.8	0.3	3.4	-11.7
- Cc1ccc(OCC(=O)Nc2ccc(S(=O)(=O)N3CCCC3)cc2)cc1
→ -8.9	-7.8	1.6	-8.2	4.3	-8.2	3.2	13.1
- Nn1c(COc2ccccc2F)nnc1SCC(=O)NC1CCS(=O)(=O)C1 (stereo unspecified)
→ 2.8	-4.1	0.0	9.8	2.6	-7.4	7.1	2.1
- COc1ccc(Nc2nnc(SC(C)C(=O)NC3CC3)s2)cc1 (stereo unspecified)
→ 0.2	2.0	-10.1	-18.0	-7.1	-6.0	0.6	0.2
- Cc1ccc(C(=O)N2CCC(n3nccc3NC(=O)C3CCOC3)CC2)cc1 (stereo unspecified)
→ 0.3	-4.8	-8.1	-9.9	-8.7	-6.4	13.9	-9.5
- Cc1nnc(SCC(=O)c2c(N)n(Cc3ccccc3)c(=O)n(C)c2=O)n1C
→ -1.1	-11.8	-16.6	-14.5	-9.0	-2.6	7.8	4.1
